Screens as filed in PubChem BioAssay.
M1 ag parental: M1 agonist counterscreen hit in parental CHO-K1 cells; Fluo-8 calcium fluorescence; scaled to maximal ATP response, vehicle zero; hit rate 0.48% among 360,000; activation, % at 3 µM; in the data active = activation above about 15%;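 note: untransfected CHO-K1 host cells lacking M1 receptor as counterscreen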
V1aR counter: counter-screen for oxytocin receptor agonists: human V1a receptor agonists; P37288; CHO-V1R cells, Fluo-8 calcium fluorescence, agonist mode; 0% DMSO, 100% 3 nM vasopressin; activation, % at 3 µM; hit rate 0.25% among 320,000;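 active = activation above the mean activation of all tested compounds plus 3 SD, per screening run, cut at about 20% in these data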;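 note: signal is peak over basal fluorescence ratio across a 100 second FLIPR read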
Target sequence (P37288 whole entry, looked up): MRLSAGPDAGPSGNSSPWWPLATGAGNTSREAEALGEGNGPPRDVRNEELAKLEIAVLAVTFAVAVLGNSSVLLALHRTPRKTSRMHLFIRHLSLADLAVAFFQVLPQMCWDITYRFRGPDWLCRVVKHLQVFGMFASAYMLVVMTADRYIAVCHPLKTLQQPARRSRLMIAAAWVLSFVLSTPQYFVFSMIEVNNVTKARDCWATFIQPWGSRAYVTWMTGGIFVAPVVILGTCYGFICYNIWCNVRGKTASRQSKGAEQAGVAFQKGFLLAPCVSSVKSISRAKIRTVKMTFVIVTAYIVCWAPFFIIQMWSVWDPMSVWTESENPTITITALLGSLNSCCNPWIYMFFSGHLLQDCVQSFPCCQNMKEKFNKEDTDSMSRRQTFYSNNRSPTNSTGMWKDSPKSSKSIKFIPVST
TAAR1 antagonist: human TAAR1 antagonism | Q96RJ0 | hit rate 1.5% among 360,000 | CHO RD-HGA16 TAAR1, Fluo-8 calcium fluorescence, antagonist | inhibition, % at 3 µM;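 active = inhibition above a per-plate cutoff, the mean inhibition of test compounds on that plate plus 3 SD, cut at about 49% in these data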;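 note: 0% = DMSO plus EC80 beta-PEA response and 100% = DMSO alone without agonist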
Target sequence (Q96RJ0 whole entry, looked up): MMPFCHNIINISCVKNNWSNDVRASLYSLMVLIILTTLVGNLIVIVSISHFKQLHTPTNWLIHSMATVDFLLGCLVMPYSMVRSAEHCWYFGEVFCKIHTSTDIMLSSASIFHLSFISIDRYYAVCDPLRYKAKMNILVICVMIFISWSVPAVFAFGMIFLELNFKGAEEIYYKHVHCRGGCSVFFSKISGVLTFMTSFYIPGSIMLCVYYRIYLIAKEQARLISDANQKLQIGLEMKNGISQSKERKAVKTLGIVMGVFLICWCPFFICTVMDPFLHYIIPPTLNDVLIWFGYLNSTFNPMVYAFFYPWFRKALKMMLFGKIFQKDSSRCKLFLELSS
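Test system: hTAAR1-expressing CHO RD-HGA16 cells, Gα16-coupled; Probe or stimulus: EC80 β-phenethylamine stimulus; Compound dosing: single nominal final test compound concentration of 3 µM; Timing: 140 s kinetic read after compound, 140 s after agonist; Signal: Fluo-8 calcium-sensitive fluorescence; Measure: % inhibition of agonist calcium response; Controls: DMSO and EC80 PEA controls.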
CHO parental Ca: signal in parental CHO cells, OX1R antagonist counter-screen; parental CHO-K1, ATP-induced calcium, Fluo-8 fluorescence; hit rate 0.63% among 330,000; inhibition, % at 5.6 µM;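 active = inhibition above that plate's mean sample inhibition plus 3 SD, cut at about 26% in these data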;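 note: 0% = ATP-challenged DMSO wells and 100% = DMSO wells without ATP; some compounds past the cut are filed as inactive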
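material = parental CHO cells | also added = ATP as calcium-mobilizing challenge | dosing = single point at 5.6 µM | detection = intracellular calcium via Fluo-8 no-wash fluorescent dye | read-out = % inhibition | benchmarks = low control ATP plus DMSO, high control DMSO only | repeats = one well per compound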
TAAR1 ag: agonists of human TAAR1 | Q96RJ0 | CHO RD-HGA16 TAAR1, Fluo-8 calcium fluorescence; vehicle wells 0%, saturating PEA agonist 100% | activation, % at 3 µM | hit rate 0.99% among 360,000;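 active = activation above the mean activation of all test compounds in the run plus 3 SD, cut at about 38% in these data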
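Signal – calcium-sensitive Fluo-8 signal, excitation 470-495, emission 515-575 nm · System – RD-HGA16 (CHO) cells co-expressing Gα16 and hTAAR1 · Incubation – 17-24 h seeding, 75 min 37 °C dye, 30 min RT · Compound dosing – 3 µM single concentration · Repeats – no replicates (n 1)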
M1 ag: agonists of human M1 muscarinic receptor; P11229; CHO-K1 hM1, Fluo-8 calcium fluorescence, agonist mode; 0% DMSO, 100% acetylcholine EC100; activation, % at 3 µM; hit rate 0.33% among 360,000; AID 588814;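 active = activation above the run's mean compound activation plus 3 SD, cut at about 16% in these data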;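 note: peak over basal fluorescence ratio within a 140 s kinetic read after compound addition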
OXTR potentiate: potentiates the human oxytocin receptor response | P30559 | CHO-OTR cells, Fluo-8 calcium fluorescence, potentiator mode; 0% = oxytocin EC15, 100% = EC100 | activation, % at 3 µM | hit rate 0.061% among 320,000 | AID 2445;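 active = activation above that plate's cutoff, the mean activation of tested compounds plus 3 SD, cut at about 6.6% in these data, passing the limit was not always enough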;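 note: 100% uses oxytocin at 75 nM as the full agonist control; some results filed as inactive read as strong as hits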
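Material: human OTR in CHO cells. Compound: 3.0 µM, one dose. Timing: compound 6 min at room temperature before oxytocin, 100 s read. Evaluation: % activation of max/min ratio relative to oxytocin controls. Replication: single well per compound, singlicate. Signal: Fluo-8 calcium dye fluorescence.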
CHO-K1 Ca PAM: nonselective activator or artifact in parental CHO-K1 calcium assay; ATP EC20, Fluo-8 calcium fluorescence; 0% at ATP EC20, 100% at ATP max; activation, % at 3 µM; hit rate 0.02% among 360,000; AID 602247;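 active = activation above the run cutoff, the mean activation of all test compounds plus 3 SD, cut at about 40% in these data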;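 note: peak over basal fluorescence ratio in a 140 s read after ATP addition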
CHO-K1 Ca antag: M1 antagonist counterscreen hit in parental CHO-K1 cells. AID 602250. ATP-induced calcium, Fluo-8 fluorescence. inhibition, % at 3 µM. hit rate 0.6% among 360,000;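 active = inhibition above a per-plate cutoff, the plate's mean sample inhibition plus 3 SD, cut at about 24% in these data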;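 note: 0% = DMSO plus EC80 ATP and 100% = DMSO alone without ATP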
* marks the source's active call; other numbers are inactive results; x = no result given.

Each structure is followed by: M1 ag parental, V1aR counter, TAAR1 antagonist, CHO parental Ca, TAAR1 ag, M1 ag, OXTR potentiate, CHO-K1 Ca PAM, CHO-K1 Ca antag
- CC1CCC(NC(=O)C2CCC(CNS(=O)(=O)c3ccccc3)CC2)CC1 (configuration not stated)
→ 5.2, x, 3, x, 4, -4, x, 5, 3
- COc1ccc(/C=N/n2c(N)c(S(=O)(=O)c3cccs3)c3nc4ccccc4nc32)cc1OC
→ 0.3, -0.7, 21, -9, 10, -4, -4, 13, -2
- N#C/C(=C/c1cn(-c2ccccc2)nc1-c1cccc(OCc2ccccc2)c1)C(=O)NCCCn1ccnc1
→ 0.7, 0.4, 7, -3, 8, -3, 4, 15, -13
- c1ccc(Oc2cccc(CN3CCOCC3)c2)cc1
→ 0.8, -0.6, 11, -12, -1, -13, -3, 17, -23
- Cc1occc1-c1nnc(SCC(=O)NC2CC2)n1C(C)C
→ 1.1, -0.5, 5, -3, 0, -2, -8, 13, -9
- CCOC(=O)N1CCN(C(=O)CNC(=O)c2nn(-c3ccc(OC)cc3OC)c(=O)c3ccccc23)CC1
→ 1.0, -0.4, -18, -16, 3, -4, -3, 6, -15
- N#Cc1nc(Cc2cccc3ccccc23)oc1NCCN1CCCCC1
→ 2.3, 3.4, 11, -23, 9, -6, -8, 14, -9
- CN(C)c1ccc2c(c1)OC(N)=C(C#N)C2c1cccc(F)c1 (configuration not stated)
→ 17*, 13, x, 9, x, 4, -4, 11, 8
- O=C(NC1CCCCCC1)c1ccco1
→ 0.4, 4.9, 1, -6, 1, -3, -4, 10, -5
- O=C(O)c1ccccc1-c1ccccc1C(=O)Nc1cccc(-c2nc3ccccc3o2)c1
→ 0.0, -0.1, 2, -3, 14, 0, -11, 10, -1
- COc1ccc(NC(=O)c2ccc3ccccc3n2)cc1S(=O)(=O)Nc1ccccc1Cl
→ 1.6, 2.0, -2, -4, 9, -7, -10, 13, -4
- CCOc1cc2sc(N3CCC(C(=O)NCCCN4CCCC4=O)CC3)nc2cc1Br
→ 5.6, 7.1, -26, -10, 2, -4, -4, 1, -8
- CC1Cc2ccccc2N1C(=O)CSc1nnnn1C (configuration not stated)
→ -0.5, -0.3, 0, -5, 2, -3, -2, 4, 6
- CSc1ccc(CN2CCC(Oc3cccc(C(=O)N4CCCC4)c3)CC2)cc1
→ 1.6, 3.8, -38, -13, 2, -6, -4, -1, 2
- CCOc1ccccc1NC(=O)C1CCCN(S(=O)(=O)c2cccc3cccnc23)C1 (configuration not stated)
→ 2.5, 0.2, 16, -32, 5, -3, 3, 9, -4
- COCCNC(=O)c1cccc2c1C(=O)c1ccc(N3CCOCC3)cc1S2(=O)=O
→ 1.2, 1.8, -2, -10, 7, -1, -4, -2, -9
- Cc1ccc(S(=O)(=O)Cc2ccc(C(=O)O)o2)cc1
→ 0.9, -0.1, -1, 4, 6, -4, -1, 17, -10
- Cc1cc(C(=O)CCl)c(C)n1-c1c(C)n(C)n(-c2ccccc2)c1=O
→ -0.1, -0.6, 10, 2, 0, -13, -5, 4, -1
- COC(=O)c1scc(C#N)c1N/N=C(\C#N)S(=O)(=O)c1ccc(Cl)cc1
→ 10, 13, 3, 0, 5, 5, -18, -2, 3
- CNC(=O)c1cc2c(ccc3ccccc32)o1
→ 4.3, 0.9, -4, -1, 2, -3, -5, -2, 6
- O=C(Nc1cccc(-c2cccc(Cl)c2)c1)C1CCN(Cc2ccon2)CC1
→ 0.7, 7.4, 0, -16, 26, -2, -14, -17, 10
- COc1ccccc1NS(=O)(=O)c1ccc(OC)c([N+](=O)[O-])c1
→ 2.1, 2.8, 16, -5, 1, -3, -3, 3, -17
- O=c1[nH]c(-c2ccccc2)ncc1OCc1ccccc1
→ 0.7, x, 1, x, 3, -3, x, 19, -14
- CN(NS(=O)(=O)c1ccc(Br)cc1)c1nc(C(F)(F)F)nc2ccccc12
→ 6.0, 9.1, 3, 17, 10, -1, -19, 14, -12
- CC1(C)CC2(CCCN(C(=S)Nc3ccccc3)C2)CCO1 (configuration not stated)
→ 0.1, -1.1, -4, -4, 3, -4, 1, 11, -18
- CC(C)CC1NC(=O)N(CC(=O)Nc2ccc3c(c2)CCC3)C1=O (configuration not stated)
→ 0.2, 0.4, -4, -23, 1, -3, -12, 8, -11
- COC(=O)NNC(=S)Nc1cc(OC)ccc1OC
→ -0.4, 0.6, 11, -11, 4, -3, -4, 8, -3
- O=C1c2ccccc2C(=O)N1CCC1=CCCCC1
→ 0.2, -0.6, 3, -8, 21, -3, -2, 12, -3
- O=C(CN1CCOCC1)NCC12CC3CC(CC(C3)C1)C2
→ -0.1, 0.4, -3, -1, 2, -1, 0, 10, 0
- CSCCC(NS(=O)(=O)/C=C/c1ccccc1)C(=O)O (configuration not stated)
→ -0.1, 1.0, 9, 0, 1, -1, -11, -6, -10
- CCOc1ccccc1N1CCN(C(=O)c2ccc(-c3ccc(OC(C)=O)cc3)cc2)CC1
→ 1.6, 2.5, 32, -5, 2, -4, -13, 9, 2
- COc1cc2c3c(cccc3c1)C(=O)N(CCN1CCCC1)C2=O
→ 0.4, x, -20, x, 3, -8, x, 13, -14
- O=C(OCC(=O)c1cccc2ccccc12)c1ccc(CO)cc1
→ 5.9, 4.9, 46, 4, 8, 0, -7, 6, -5
- Cc1ccc(-c2nc3c(Cl)cc(C(F)(F)F)cn3c2Cc2ccccc2C(F)(F)F)cc1
→ 0.6, x, 3, x, 0, x, x, 0, -2
- O=C(O)CSc1nnc(Cn2c(=O)sc3ccccc32)n1-c1cccc(Cl)c1
→ 2.2, 0.8, x, 7, x, -4, -7, 17, -15
- C=CCN=C1S/C(=C\c2ccc(Cl)cc2)C(=O)N1CC=C
→ 0.5, -0.2, -21, -20, -2, -5, -9, 7, -4
- Cc1cc(NC(=O)CSc2nc(-c3ccco3)cc(C(F)(F)F)n2)n(-c2ccccc2)n1
→ -0.2, -1.3, 3, -18, -4, -2, -21, 18, -1
- O=C(O)c1cc(-c2ccccc2)nn1CC1CC(c2cccnc2)=NO1 (configuration not stated)
→ 0.5, 0.5, 21, -6, 1, -4, -2, 2, -13
- CC(=O)/C(N=Nc1ccc(C(=O)O)cc1)=C(\C)O
→ 0.1, 0.0, -26, -15, 4, -1, -1, -18, 6
- Cc1cc(Cl)ccc1OCC(=O)Nc1ccccc1C(=O)N1CCOCC1
→ 3.0, 12, 14, -11, 2, -1, 2, 14, -4
- COc1ccc(-c2cc3c(=O)n(CC(=O)N4CCCCC4)ncn3n2)cc1
→ 0.1, 2.2, -14, 0, 2, 0, -17, 16, -6
- O=C(Oc1ccc(Br)cc1)C1CC(=O)N(c2ccc(F)cc2)C1 (configuration not stated)
→ 3.5, 2.0, -9, -2, 0, -2, 1, 16, -17
- CCCc1ccc(OCC(=O)NNC(=O)c2cccnc2)cc1
→ 0.0, 0.2, -2, -3, 10, -3, -3, -5, 0
- CC(C)(C)c1ccc(OCCC(=O)OCC(=O)NC2CCS(=O)(=O)C2)cc1 (configuration not stated)
→ 7.1, 9.2, -13, -7, 6, 4, -14, -5, 13
- CC(C)NC(=O)COC(=O)c1ccc(NS(=O)(=O)c2ccc3c(c2)OCCO3)cc1
→ 0.3, 1.7, 7, -8, 4, 1, -10, 10, 3
- CCN(CC)CCNC(=O)C1(O)c2cc(Br)ccc2NC(=O)N1c1cccc(OC)c1 (configuration not stated)
→ 1.2, 0.7, -3, 4, 4, -2, -8, 1, -7
- COc1ccc(CNC(=O)CCS(=O)(=O)c2cc3c(cc2Cl)NC(=O)CO3)cc1
→ 0.3, -0.3, -10, -1, 1, 0, -7, 12, -2
- COc1ccc(-c2cc3nc4n(c(=O)c3s2)CCCCC4)cc1
→ 5.5, 0.5, -28, -5, 6, -7, -7, 1, -5
- Cc1nc(N)nc(N)c1-c1ccc([N+](=O)[O-])cc1
→ 3.2, x, 4, x, 6, -8, x, 7, -10
- O=c1c(-c2ccc(Cl)cc2)c[nH]n1-c1ccccc1
→ 4.6, 7.0, -4, -5, 1, 0, -12, 22, -18
- Cc1cc(Cl)ccc1OCC(=O)NC(=S)Nc1ccc(Cl)cn1
→ 0.5, x, -30, x, 1, -3, x, -7, -6
- O=C(O)CCC(=O)c1ccc2c(c1)CCCC2
→ 0.4, 0.7, -6, 3, 0, -4, -7, 15, -11
- O=C(Nc1cccc(C(=O)O)c1)/C(=C\c1cccc([N+](=O)[O-])c1)NC(=O)c1ccc(Br)cc1
→ 0.1, x, -3, x, 0, -6, x, 7, 7
- CCCn1c(=N)n(CC(=O)C(C)(C)C)c2ccccc21
→ 0.0, -1.6, -15, -12, 0, -9, 0, 1, -6
- CC(C)N1C(=O)CCC1C(=O)N1CCC(Cc2ccccc2)CC1 (configuration not stated)
→ 0.3, 1.0, -14, -9, 3, -1, -1, 18, -9
- Cc1ccc(/C(N)=N/OC(=O)c2cccc(Cn3cc(C(F)(F)F)ccc3=O)c2)cc1
→ 0.8, 14, -4, -10, 3, -1, 2, 13, -12
- CN(C)c1ccc(NC(=O)Nc2ccc3c(c2)c(=O)n(C)n3Cc2ccc(Cl)cc2)cc1
→ 0.9, x, 24, x, 1, 2, x, 2, 9
- COc1ccc(/C=N/NC2=NS(=O)(=O)c3ccccc32)cc1OC
→ 1.9, 0.8, 8, 7, -1, -3, -2, 9, -12

Rows were taken by chance, and some 3.3% of all compounds hit somewhere here.
